D2 antag – antagonizes the human D2 dopamine receptor. hit rate 2% among 340,000. HEK293 TREx D2 cells, calcium flux, dopamine EC80. inhibition, % at 10 µM; in the data active means inhibition above about 30%; further: 0% is about no effect
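Measurement of antagonist activity uses fluorescent calcium dye in inducible HEK293 T-REx D2 cells: 10 s baseline, compound addition with 180 s read, EC80 dopamine addition with a further 180 s read.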
D1 antagonist – human D1 dopamine receptor antagonism | activity change, negative = inhibition, % at 10 µM | P21728 | hit rate 3.2% among 360,000 | HEK293 TREx D1 cells, calcium flux, dopamine EC80; stronger effect = lower value; in the data active means activity change below about -30%; further: on the % scale 0 is the no-effect control and ±100 the full control effect
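Compound effects on dopamine-evoked calcium signalling were measured in tetracycline-induced HEK293 Trex D1 cells. Dopamine at EC80 followed a 180 s compound pre-read, and fluorescence was tracked kinetically for 180 s more.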
TRHR PAM – TRH receptor (human) allosteric enhancement; P34981; TRHR cells, fluo-8 calcium fluorescence, EC20 TRH enhancement; enhancement, % at 2 µM; hit rate 0.66% among 360,000; in the data active means enhancement above about 30%; further: 0% is about no effect
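Enhancer read-out: after compound pinning and an initial kinetic agonist-mode read, an EC20 of TRH (10 nM final) was injected and fluo-8 calcium signal (Ex 480/Em 530) followed at 1 s/cycle for 100 cycles in TRHR-expressing cells.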
D2 ag – agonists of human D2 dopamine receptor; P14416; HEK293 T-REx D2 cells, calcium flux agonist mode; activation, % at 2 µM; hit rate 0.53% among 340,000; AID 485358;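 active means activation over 3 SD above normal in the single-dose calcium agonist read, cut at about 30% in these data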; further: 0% is about no effect
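Agonism scored from kinetic calcium signal (1 read/sec, 180 s) following compound pin transfer, after a 10 s baseline. Cells: HEK293 Trex line expressing inducible D2 receptor coupled to calcium, dye-loaded after overnight culture at 30 C.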
D1 agonist – agonists of human D1 dopamine receptor; HEK293 T-REx D1 cells, calcium flux, agonist mode; P21728; activation, % at 2 µM; hit rate 1% among 360,000; in the data active means activation above about 30%; further: 0% is about no effect
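Tetracycline-induced HEK293 TREx D1 cells, force-coupled to calcium signalling, were dye-loaded with a no-wash calcium kit. Compound was pin-added after a 10 s baseline. Fluorescence was read kinetically at 1 cycle/s for 180 s, with calcium rises flagged as agonism.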
D2 potentiator – D2 dopamine receptor (human) potentiation | potentiation, % at 10 µM | P14416 | hit rate 0.34% among 340,000 | HEK293 T-REx D2, calcium flux, EC20 dopamine potentiation;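 active means potentiation over 3 SD above the plate norm, cut at about 30% in these data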; further: 0% is about no effect
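Potentiation of an EC20 dopamine calcium response is measured in a force-coupled, tetracycline-inducible Hek293 Trex D2 line. Compound-only kinetic reads over 180 s flag agonists before dopamine addition.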
D1 potentiator – potentiators of human D1 dopamine receptor | P21728 | HEK293 TREx D1 cells, calcium flux, dopamine EC20 potentiation | potentiation, % at 10 µM | hit rate 0.036% among 360,000 | AID 504651; in the data active means potentiation above about 30%; further: 0% is about no effect
RXFP1 antagonist – RXFP1 (human) relaxin receptor antagonism. Q9HBX9. HEK293-RXFP1, relaxin-stimulated cAMP HTRF, 30 min; stronger effect = lower value. activity change, negative = inhibition, % at 57.5 µM. hit rate 0.59% among 350,000;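 active means activity change of -60% or lower, but not beyond a set lower limit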; further: on the % scale 0 is the no-effect control and ±100 the full control effect
Target sequence (Q9HBX9 whole entry, looked up): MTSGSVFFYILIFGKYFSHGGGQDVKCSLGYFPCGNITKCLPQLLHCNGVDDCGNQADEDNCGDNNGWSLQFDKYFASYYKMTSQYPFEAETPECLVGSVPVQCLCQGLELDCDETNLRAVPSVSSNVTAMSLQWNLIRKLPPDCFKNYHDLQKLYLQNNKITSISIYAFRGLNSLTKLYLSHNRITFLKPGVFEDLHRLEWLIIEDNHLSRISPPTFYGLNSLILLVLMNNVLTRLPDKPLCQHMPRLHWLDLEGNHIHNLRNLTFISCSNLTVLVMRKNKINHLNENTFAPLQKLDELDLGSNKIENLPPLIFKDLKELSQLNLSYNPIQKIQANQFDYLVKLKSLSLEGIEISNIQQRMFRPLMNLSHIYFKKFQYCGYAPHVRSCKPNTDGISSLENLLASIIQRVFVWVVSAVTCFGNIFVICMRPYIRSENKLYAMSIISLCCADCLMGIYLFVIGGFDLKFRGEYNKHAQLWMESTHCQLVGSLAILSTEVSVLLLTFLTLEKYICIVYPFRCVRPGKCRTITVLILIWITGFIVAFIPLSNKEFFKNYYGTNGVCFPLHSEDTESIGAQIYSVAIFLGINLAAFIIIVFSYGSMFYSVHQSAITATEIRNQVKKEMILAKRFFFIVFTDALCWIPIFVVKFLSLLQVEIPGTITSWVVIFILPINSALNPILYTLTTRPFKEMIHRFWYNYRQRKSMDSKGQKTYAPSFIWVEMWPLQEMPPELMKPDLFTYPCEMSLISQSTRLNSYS
RXFP1 agonist – activates the human relaxin receptor RXFP1; Q9HBX9; HEK293T-RXFP1 cAMP TR-FRET, 30 min; response scale: percent of porcine relaxin response, buffer zero; Potency, µM (doses to about 57.5 µM), for inactives: at the highest dose activation, hits mostly activators; hit rate 0.3% among 370,000; active means well fitted activation curve with a large enough effect; further: potency means the concentration at half of the fitted maximal effect; on the % scale 0 is the no-effect control and ±100 the full control effect; nearly all actives have a fitted effect of over 60% in size; many of its hits are not listed in these tables
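HEK293T cells stably expressing RXFP1 were pretreated with the PDE4 inhibitor Ro 20174, exposed to compounds for 30 min at 37C, lysed, and cAMP was read by TR-FRET. Data normalized to buffer (basal) and 29 nM porcine relaxin (100%).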
* hit, by the source's call; · = no result given; & = joins results of further samples. These rows are one share of the data; the hit share may differ from the screen's.

SMILES	D2 antag	D1 antagonist	TRHR PAM	D2 ag	D1 agonist	D2 potentiator	D1 potentiator	RXFP1 antagonist	RXFP1 agonist
Cc1ccc(C(=O)Nc2ccc(N3CCOCC3)nc2)cc1	-10.1	5.7	4.5	0.2	1.1	1.6	1.1	-4.5	-6.0%
CCCCc1ccc(N=N/C(C(=O)Nc2cc(OC)c(NC(C)=O)cc2OC)=C(/C)O)cc1	4.0	-3.7	1.7	0.2	0.1	2.2	6.2	-25.6	3.6%
COc1cc(C(=S)N2CCOCC2)ccc1OC(=O)c1cc([N+](=O)[O-])c(C)c([N+](=O)[O-])c1	·	-0.4	-3.8	·	3.6	-5.4	11.0	-5.0	0.3%
CN(C)S(=O)(=O)N1CCCC(C(=O)c2ccc(-c3ccccc3)cc2)C1 (configuration not stated)	-9.1	6.8	2.6	-1.0	11.5	14.1	-10.0	-2.8	0.1%
CCOC(=O)N1CCN(Cc2nc3cc(NC(=O)c4ccccc4OC)ccc3n2C(C)C)CC1	·	-17.5	7.0	-1.7	-1.2	6.5	-0.3	19.8	0.0%
CSc1ccc(/C=C2\C(=N)N3N=C(CC(=O)N4CCCCC4)SC3=NC2=O)cc1	2.1	7.6	1.7	0.7	1.9	6.8	-2.9	3.4	5.4%
CN(C(=O)CSc1ncc(C(F)(F)F)cc1Cl)c1c(N)n(Cc2ccccc2)c(=O)[nH]c1=O	·	-22.4	-3.0	·	1.7	0.1	-6.2	-13.6	1.6%
Cc1cccc(NC(=O)C(Cc2ccccc2)n2cccc2)c1C (configuration not stated)	·	-4.7	14.2	·	7.8	-2.0	-3.5	-12.5	2.4%
CC1CCN(c2oc(-c3ccccc3F)nc2C#N)CC1	11.5	16.4	-8.6	-0.8	-1.7	-3.0	0.4	·	4.2%
COCc1ccc(C(=O)NC(C)c2cnn(-c3ccccc3C)c2C)o1 (configuration not stated)	2.0	5.1	-6.9	-0.3	0.9	3.0	0.6	-5.9	0.2%
Cc1cc(SCC(=O)NN)c2cc(Br)ccc2n1	-11.0	7.7	2.2	1.2	2.6	5.1	-3.3	-20.9	22.3%
CCc1nc(SC)ncc1C(=O)N1CCN(c2cc(C)ccc2C)CC1	·	-1.7	9.3	·	2.1	2.5	-1.2	-17.1	0.0%
COc1cccc(-c2nc(-c3ccncc3)no2)c1	2.3	-21.6	-2.6	-1.1	1.3	7.6	-8.3	-30.0	0.7%
OCCNCC1(O)C2CC3CC(C2)CC1C3 (configuration not stated)	0.5	-1.7	0.2	0.5	3.2	-1.7	-8.0	-18.0	0.6%
CCC1CCCCN1CCCNC(=O)C(C)n1nc(C)c2sc3ccccc3c2c1=O (configuration not stated)	-21.3	-4.6	4.6	-1.5	2.0	4.3	-0.6	-3.7	5.6%
Nn1cnn(Cc2ccccc2)c1=S	-6.8	-3.6	2.2	0.3	2.2	2.3	1.1	-0.4	-1.4%
CC1=C(C(=O)OC2CCCCC2)C(c2ccc(F)cc2)NC(=O)N1 (configuration not stated)	-2.9	-2.5	-7.6	-0.4	-0.2	2.9	5.3	-12.6	3.9%
CC(=O)Nc1ccc(C2NC(=S)N(c3ccccc3C(F)(F)F)C(C)=C2C(=O)N2CCOCC2)cc1 (configuration not stated)	5.7	4.6	4.8	-0.1	-0.3	-1.9	2.4	2.3	-0.1%
Cc1nc2ccc(NC(=O)/C=C/C(=O)O)cc2nc1C	17.4	-5.8	-1.9	0.0	2.7	-3.2	0.5	-3.7	8.5%
Cc1ccc(-c2nc3sc4c(N)ncnc4c3c3c2CCCC3)cc1	-3.5	-60.6*	7.0	0.4	3.1	2.5	-21.1	-7.4	15.1%
COCCCn1c(-c2ccc(OC)cc2)nc2nc3ccccc3nc21	10.4	-24.3	-1.6	-1.2	2.2	-10.0	0.6	·	1.5%
COc1ccc(CCNC(=O)c2ccc3c(c2)N(Cc2ccc(F)cc2)CCS3)cc1OC	-0.8	-2.0&8.4	-5.4&-11.7	0.5&-0.8	-0.9&6.9	-2.6&7.5	-4.6&-3.2	1.1&2.1	9.3%&-0.8%
COc1ccc2ccccc2c1CNC(C)CCc1ccccc1 (configuration not stated)	30.1*	27.1	-2.5	19.8	6.8	-16.3	-3.6	-25.8	0.7%
CCN(CC(=O)Nc1c(C(=O)OC)[nH]c2ccc(Cl)cc12)c1ccc2c(c1)OCO2	8.4	1.7	-4.8	4.7	0.5	2.9	-2.4	-2.4	1.2%
COc1ccc(Cc2c(O)nc(SCC(=O)c3ccc(OC)cc3)[nH]c2=O)cc1	-12.2	16.6	5.1	-0.4	1.5	2.4	-4.5	-14.7	1.7%
CCOC(=O)C1C(=O)N(O)CC1c1cccc(Oc2ccccc2)c1 (configuration not stated)	-21.2	-0.8	-8.0	-0.7	-0.6	16.6	-4.0	-0.2	-0.5%
CC1=C(C(=O)OCc2ccccc2)C(c2ccccc2OC(F)F)NC(=O)N1 (configuration not stated)	-5.3	7.8	-1.2	-1.2	0.9	12.1	6.0	16.9	4.3%
CCN(CC)S(=O)(=O)c1cccc(C(=O)N[C@H](C(=O)OCC(=O)NC(=O)NC)C(C)C)c1	11.4	-12.2	-4.1	-0.3	0.3	3.3	1.3	0.9	2.5%
Cc1ccc(NC(=O)CN2C(=O)NC3(CCc4ccccc43)C2=O)cc1Cl (configuration not stated)	-3.5	-12.2	28.4	1.0	3.5	3.8	0.6	-15.4	-0.3%
O=C(CN1CCCC1c1cccs1)Nc1cccc(S(=O)(=O)N2CCCC2)c1 (configuration not stated)	-21.2	-4.5	-12.4	-0.4	4.5	4.1	-1.3	-1.6	-0.1%
CCOC(=O)c1ccc(OCC2c3cc(OC)c(OC)cc3CCN2C(=O)Cc2ccc(OC)c(OC)c2)cc1 (configuration not stated)	·	-17.6	3.5	0.6	0.0	14.1	-0.5	·	4.6%
CN1CCN(/C=C(\C#N)S(=O)(=O)c2ccc(Cl)cc2)CC1	-5.1	0.1	-0.7	0.4	2.9	8.5	-2.6	-19.2	1.3%
O=C(Nc1ccc(-n2ccnc2P(=O)(O)c2ccccc2)cc1)c1ccccc1Cl	7.4	7.1	1.3	1.1	-2.6	-14.0	-3.7	0.7	0.2%
O=c1c2ccccc2nnn1CSc1nc2sc3c(c2c(=O)n1CC1CCCO1)CCC3 (configuration not stated)	-7.6	5.2	-2.8	-1.1	0.1	5.8	-3.8	2.0	2.1%
Cc1cc(NC(=O)c2cc(-c3ccc4c(c3)OCO4)on2)n(-c2ccccc2)n1	-9.4	-13.0	-4.8	0.8	1.1	-5.5	0.7	-0.9	1.4%
O=C(CCNC(=O)Cn1ccc2ccccc2c1=O)NCCN1CCc2ccccc2C1	-13.1	-6.4	-2.9	0.9	0.1	15.8	-1.4	-3.4	-0.5%
CCN(CC)CCCNC(=O)CCc1c(C)n(CC)c2cc(-c3ccccc3OC)nn2c1=O	13.4	-4.8&-4.3	-5.6&2.1	0.6&-0.2	1.5&0.6	-1.4&2.0	-2.2&-2.3	1.5	4.3%&-0.1%
CCOC(=O)c1cccc(NC(=O)C2CCN(S(=O)(=O)c3ccc4c(c3)oc(=O)n4C)CC2)c1	·	-4.1	2.9	·	-0.1	-3.3	-2.6	·	-0.1%
COc1ccc(C(=O)CC(Nc2ccc([N+](=O)[O-])cc2)c2ccc(OC)cc2)cc1 (configuration not stated)	-15.2	-0.2	-0.5	0.0	3.5	13.4	-2.9	-12.5	0.3%
COc1cccc(CNC(=O)c2c(C)nn(-c3cccc(C)c3)c2-n2cccc2)c1	·	-2.4	1.7	0.3	7.6	·	5.6	-33.9	0.5%
COC(=O)c1[nH]c2cc(OC)ccc2c1N	3.3	-6.2	-2.9	-0.2	0.3	-9.8	-9.1	-10.6	2.2%
CCOC(=O)Cc1c(Cl)c2ccccc2[nH]c1=O	-4.3	0.5	0.2	1.2	0.0	13.5	0.8	2.8	0.0%
Cc1ccc(-c2nnc(NC(=O)c3ccco3)s2)cc1	8.7	19.9	1.2	3.7	7.3	·	-4.2	-20.8	6.0%
Cc1ccc(CSC2=Nc3ccccc3C3=NC(CCC(=O)NCc4cccs4)C(=O)N23)cc1 (configuration not stated)	·	-14.4	-2.2	1.3	16.1	3.6	-1.8	-13.0	6.4%
Cc1cc2c3c(c1)C(C)CC(C)(C)N3C(=O)C2=C(C#N)C#N (configuration not stated)	-24.7	5.4	-8.0	-1.9	2.6	-1.2	-7.0	12.2	0.0%

Look-ups from the list:
CCOC(=O)Cc1c(Cl)c2ccccc2[nH]c1=O in D1 potentiator has 0.8
O=C(Nc1ccc(-n2ccnc2P(=O)(O)c2ccccc2)cc1)c1ccccc1Cl in RXFP1 agonist has 0.2%
Cc1cc(NC(=O)c2cc(-c3ccc4c(c3)OCO4)on2)n(-c2ccccc2)n1 in D1 antagonist has -13.0

Next section:
SMILES	D2 antag	D1 antagonist	TRHR PAM	D2 ag	D1 agonist	D2 potentiator	D1 potentiator	RXFP1 antagonist	RXFP1 agonist
Cc1ccc(-n2ccnc(NCCc3ccc(S(N)(=O)=O)cc3)c2=O)c(C)c1	·	1.5	-1.9	-0.3	0.5	2.1	2.1	·	0.0%
COc1ccccc1NC(=O)Nc1nc(CC(=O)N2CCN(c3ccccc3)CC2)cs1	-8.1	-10.3	4.0	-0.6	2.6	14.9	-2.2	-7.1	0.1%
Cc1cc(C(=O)Nn2c(C)nc3ccccc3c2=O)ccc1[N+](=O)[O-]	6.0	-17.4	6.3	-0.8	5.4	-5.7	0.2	15.1	-0.2%
O=C(CN1CCN(S(=O)(=O)c2cc(C(F)(F)F)ccc2Cl)CC1)N1CCc2ccccc2C1	-1.9	15.5	7.4	0.2	1.4	-1.3	5.5	4.3	-0.3%
N#Cc1ccc(-c2cccs2)nc1SCc1ccc(Cl)cc1Cl	·	-5.9	-4.5	0.0	2.2	-5.4	-4.8	·	0.4%
COC(=O)c1cccc2nc3c(C(C)O)cccc3nc12 (configuration not stated)	5.3	-3.8	6.3	-2.3	0.2	3.2	-1.1	·	1.2%
CC(=O)Nc1ccc(NC(=O)CSc2nnc(-c3cccs3)n2N)cc1	-6.6	-3.7	-4.4	0.4	2.3	-3.1	-9.8	4.8	0.5%
CCc1ccc(Nc2cc(C)nc3ncnn23)cc1	9.2	-14.0	25.7	-0.6	4.5	2.8	-3.6	5.8	1.7%
NS(=O)(=O)c1ccc(CCNC(=O)c2ccc(C(=O)c3ccccc3)cc2)cc1	4.6	6.4	-2.1	-0.7	1.9	·	-6.5	-4.0	5.1%

Entries of single compounds from above. Order of screens: D2 antag, D1 antagonist, TRHR PAM, D2 ag, D1 agonist, D2 potentiator, D1 potentiator, RXFP1 antagonist, RXFP1 agonist
O=C(CN1CCN(S(=O)(=O)c2cc(C(F)(F)F)ccc2Cl)CC1)N1CCc2ccccc2C1 reads -1.9, 15.5, 7.4, 0.2, 1.4, -1.3, 5.5, 4.3, -0.3%
NS(=O)(=O)c1ccc(CCNC(=O)c2ccc(C(=O)c3ccccc3)cc2)cc1 reads 4.6, 6.4, -2.1, -0.7, 1.9, ·, -6.5, -4.0, 5.1%

Compound activity from PubChem.
